A3G deaminase – APOBEC3G (human) deaminase inhibition; Q9HC16; inhibition, % at 20 µM; recombinant A3G, ssDNA deamination FAM/TAMRA fluorescence; 0.28% of 330,000 active; AID 493012;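 active = inhibition of at least 40% at 20 µM, with no more than 30% in the related APOBEC3A deaminase screen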;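 note: plate controls were DMSO wells with A3G for no effect and wells lacking A3G enzyme for full effect; some compounds called inactive have numbers as strong as hits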
Target sequence (Q9HC16 whole entry, looked up): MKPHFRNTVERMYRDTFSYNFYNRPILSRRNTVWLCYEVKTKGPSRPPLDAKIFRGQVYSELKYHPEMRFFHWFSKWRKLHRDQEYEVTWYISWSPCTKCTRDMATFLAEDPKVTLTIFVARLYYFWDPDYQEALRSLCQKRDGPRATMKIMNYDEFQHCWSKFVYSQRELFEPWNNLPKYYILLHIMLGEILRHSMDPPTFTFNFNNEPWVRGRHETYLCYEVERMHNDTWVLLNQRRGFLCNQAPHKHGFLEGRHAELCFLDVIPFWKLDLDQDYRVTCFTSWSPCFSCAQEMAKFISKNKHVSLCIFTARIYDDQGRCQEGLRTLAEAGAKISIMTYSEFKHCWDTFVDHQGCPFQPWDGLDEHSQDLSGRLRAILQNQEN
APOBEC3A inh – blocks human APOBEC3A ssDNA deamination | inhibition, % at 20 µM | 0.41% of 330,000 active | recombinant A3A, FAM/TAMRA ssDNA deamination fluorescence | AID 493011 | P31941;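 active = at least 40% inhibition at 20 µM here, with at most 30% in a related deaminase screen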;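 note: plate controls were A3A with DMSO for no effect and wells lacking A3A enzyme for full effect; some results filed as inactive read as strong as hits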
Target sequence (P31941 whole entry, looked up): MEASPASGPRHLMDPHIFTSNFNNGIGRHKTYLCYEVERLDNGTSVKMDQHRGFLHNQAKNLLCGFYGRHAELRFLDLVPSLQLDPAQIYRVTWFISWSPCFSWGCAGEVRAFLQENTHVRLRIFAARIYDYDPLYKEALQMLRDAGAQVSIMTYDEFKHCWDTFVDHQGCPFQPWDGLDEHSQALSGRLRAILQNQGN
mIAP inh – mouse IAP inhibition | purified mouse IAP, CDP-Star luminescence, 30 min | inhibition, % at 10 µM | 0.2% of 330,000 active | AID 2806;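 active = inhibition of at least 40% at 10 µM in the primary screen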;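 note: plate controls were DMSO with enzyme for no effect and no enzyme wells for full effect; values of inactives mirror those of a sister screen read the other way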
GRIN3A LBD mod – NR3A (human) ligand-binding domain modulation. Tm shift relative to glycine control, % at 25 µM. NR3A LBD differential scanning fluorimetry, Tm shift; 0% = protein alone, 100% = glycine-bound protein. 2.5% of 340,000 active;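 active = melting temperature shift of at least 10% of the positive control shift, at one fixed dose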
mIAP act – increases mouse intestinal alkaline phosphatase activity. muIAP, CDP-Star luminescence, 30 min; hits give high values; 1 = vehicle-only enzyme signal, 0 = enzyme-free wells. activation factor at 10 µM. 0.24% of 330,000 active. AID 2805;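 active = activation factor of at least 2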; note: the source names both 10 and 20 µM as test concentration; values of inactives mirror those of a sister screen read the other way
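Assay system: mouse IAP enzyme; Reagent: CDP-Star chemiluminescent phosphatase substrate; Compound: DMSO-dissolved test compounds; Incubation: 30 min, room temperature; Technique: luminescence from enzymatic CDP-Star hydrolysis; Controls: DMSO-only wells and no-enzyme negative control.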
hIAP block – human IAP inhibition. purified IAP, CDP-Star luminescence, 30 min. inhibition, % at 10 µM. 0.12% of 330,000 active. AID 2544;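 active = inhibition reaching a set limit with compound at 10 µM in the primary screen, cut at about 35% in these data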;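 note: plate controls were DMSO wells with enzyme for no effect and no-enzyme buffer wells for full effect; values of inactives mirror those of a sister screen read the other way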
Target sequence (P09923 whole entry, looked up): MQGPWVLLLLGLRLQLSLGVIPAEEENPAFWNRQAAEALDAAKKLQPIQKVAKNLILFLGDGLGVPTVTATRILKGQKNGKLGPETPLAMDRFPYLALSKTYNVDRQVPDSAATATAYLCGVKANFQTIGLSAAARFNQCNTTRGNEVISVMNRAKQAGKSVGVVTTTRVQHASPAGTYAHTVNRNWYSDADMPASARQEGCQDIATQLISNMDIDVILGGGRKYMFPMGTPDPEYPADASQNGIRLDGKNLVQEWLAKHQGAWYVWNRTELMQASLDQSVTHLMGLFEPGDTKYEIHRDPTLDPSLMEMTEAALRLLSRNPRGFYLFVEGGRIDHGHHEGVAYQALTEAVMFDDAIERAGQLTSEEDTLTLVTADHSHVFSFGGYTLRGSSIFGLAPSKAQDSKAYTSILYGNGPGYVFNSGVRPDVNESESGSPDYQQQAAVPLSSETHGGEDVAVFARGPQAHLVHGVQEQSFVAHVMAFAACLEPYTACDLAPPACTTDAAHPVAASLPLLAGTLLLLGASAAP
hIAP act – increases human intestinal alkaline phosphatase activity; P09923; purified human IAP, CDP-Star luminescence, 30 min; hits give high values; 1 = vehicle-only enzyme, 0 = enzyme-free background; activation factor at 10 µM; 0.16% of 330,000 active; AID 2524;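 active = activation factor of the enzyme at least 2-fold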; note: the source names both 10 and 20 µM as test concentration; values of inactives mirror those of a sister screen read the other way
MIN6 prolif – MIN6 beta-cell proliferation induction | 0.29% of 330,000 active | AID 2380 | MIN6 cells proliferation, ATPlite luminescence, 48 h; cells starved in 0.2% serum; 100% = growth in 10% serum | proliferation, % at 10 µM;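 active = compounds whose signal lies at least 3.5 SD above the mean of all wells on their plate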;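 note: 0% = DMSO-treated cells in low-serum medium and 100% = 10% serum control; some compounds called inactive have numbers as strong as hits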
MPTP inh – inhibitors of mitochondrial permeability transition pore; isolated mouse mitochondria, Ca2+ swelling absorbance, 30 min; inhibition, % at 10 µM; 1.4% of 360,000 active; AID 602449;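 active = inhibition of 50% or more, scaled per plate between neutral and stimulator controls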;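 note: 0% = DMSO wells given calcium and 100% = 1 mM EGTA wells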
* = called active by the depositor; . = no result given. Rows are unselected; overall some 5% were active at least once.

SMILES	A3G deaminase	APOBEC3A inh	mIAP inh	GRIN3A LBD mod	mIAP act	hIAP block	hIAP act	MIN6 prolif	MPTP inh
CN(CC(=O)Nc1ccccc1Cl)C(=O)Cn1cnc2ccc(Cl)cc2c1=O	-6	-2	-11	0	1.1	4	0.96	1	-0.4
C=CCNC(=O)c1ccc(CSc2nc3ccccc3s2)cc1	-8	-3	5	-1	0.95	-21	1.2	-4	0.9
Cc1ccc(C(=O)N/C(=C/c2ccco2)C(=O)N2CCCCC2)cc1	-1	-7	0	-4	1	-10	1.1	-4	-0.2
CCc1ccc(NC(=O)COC(=O)Cn2cnc3ccccc32)cc1	-4	-1	1	2	0.99	12	0.88	3	-1.7
COc1ccc(C2=NN(C(=O)c3ccccc3)C(c3cccc([N+](=O)[O-])c3)C2)cc1 (stereo not given)	-3	1	9	-3	0.91	21	0.79	-2	2.0
O=C(CN1C(=O)NC2(CCCCCC2)C1=O)NCc1ccccc1Cl	-1	6	-9	5	1.1	9	0.91	-2	-2.3
CC(C)(C)c1nc(CN2CCOCC2)cc(CN2CCOCC2)c1O	-2	-1	1	-1	0.99	6	0.94	2	5.3
COC(=O)c1c(C)[nH]c(C(=O)C(C)OC(=O)c2ccco2)c1C (stereo not given)	-9	-1	-7	-2	1.1	-9	1.1	2	-0.4
CCC(C)c1ccccc1NC(=O)CN(C)CCOc1ccc(Cl)cc1 (stereo not given)	-7	1	0	-4	1	4	0.96	-5	1.6
CCc1[nH]nc(C(=O)N2CCCC(CCC(=O)N3CCN(c4ccccn4)CC3)C2)c1C (stereo not given)	-4	1	6	1	0.94	-9	1.1	-2	-2.3
Fc1ccccc1N=C1Nc2cccc3cccc1c23	-2	-1	4	-3	0.96	19	0.81	-4	0.5
CCCc1n(CC(O)COCC2CC=CCC2)c2ccccc2[n+]1C (stereo not given)	9	37	-12	-2	1.1	-23	1.2	-3	-0.8
Cc1ccc(NC(=O)CCc2nnc3ccc(NCc4ccco4)nn23)nc1	-4	-2	2	-3	0.98	-2	1	-3	-0.7
O=c1[nH]c(C2CCN(S(=O)(=O)c3ccc4c(c3)OCCO4)CC2)nc2c1nnn2Cc1ccccc1F	-3	-4	-3	-8	1	-30	1.3	0	-0.4
COc1cccc(C(=O)NC2CC(C)(C)NC(C)(C)C2)c1OC	-8	-6	0	-1	1	4	0.96	1	-0.3
CCCCCN(C(=O)CCC(=O)OCC(=O)Nc1ccc(C)cc1F)c1c(N)n(CCCC)c(=O)[nH]c1=O	-5	4	2	-2	0.98	-13	1.1	0	-1.3
O=C(CSc1ccc(Br)c2cccc(Cl)c12)Nc1ccc(S(=O)(=O)Nc2nccs2)cc1	-4	1	6	13*	0.94	1	0.99	-5	-0.7
O=[N+]([O-])c1cc(C(F)(F)F)ccc1N1CCN(S(=O)(=O)c2ccc3c(c2)CCCC3)CC1	-3	1	6	8	0.94	25	0.75	-5	10
COc1cccc(OC)c1C(=O)N1CCN(Cc2ccncc2)CC1	-5	-2	-8	2	1.1	16	0.84	2	-1.6
Cc1ccc(NCC(=O)N/N=C/c2ccc(C(=O)O)cc2)cc1	-1	10	7	0	0.93	-7	1.1	2	0.2
FC(F)(F)c1cnc(NNC(=S)Nc2cccnc2)c(Cl)c1	0	-1	23	-1	0.77	-69	1.7	-7	0.2
COc1cccc(/C=C/C(=O)OCC(=O)N2c3ccccc3NC(=O)C2(C)C)c1	-4	4	-6	4	1.1	5	0.95	-2	0.1
Cc1nnc(OC(C)C)c2nn(-c3ccccc3F)c(C)c12	2	-1	-3	-2	1	-13	1.1	2	-1.2
COc1cc(C(=S)N2CCCC2)cc(Cl)c1O	-6	0	1	0	0.99	2	0.98	-3	-0.8
O=C(CCn1ccc2ccccc21)NC1CCCc2ccccc21 (stereo not given)	-2	-7	-15	-6	1.1	-20	1.2	1	0.2

Given with bars between the fields: two of the compounds above
Molecule | A3G deaminase | APOBEC3A inh | mIAP inh | GRIN3A LBD mod | mIAP act | hIAP block | hIAP act | MIN6 prolif | MPTP inh
C=CCNC(=O)c1ccc(CSc2nc3ccccc3s2)cc1 | -8 | -3 | 5 | -1 | 0.95 | -21 | 1.2 | -4 | 0.9
Cc1ccc(C(=O)N/C(=C/c2ccco2)C(=O)N2CCCCC2)cc1 | -1 | -7 | 0 | -4 | 1 | -10 | 1.1 | -4 | -0.2

The results go on.
SMILES	A3G deaminase	APOBEC3A inh	mIAP inh	GRIN3A LBD mod	mIAP act	hIAP block	hIAP act	MIN6 prolif	MPTP inh
COc1cccc(C2CC3(CC(C)(C)NC(=S)N3)Oc3cc(O)ccc32)c1 (stereo not given)	0	-1	6	-4	0.94	-8	1.1	0	-4.5
CCOC(=O)C1CCN(C(=O)CC(C)c2ccccc2)CC1 (stereo not given)	-2	1	-12	2	1.1	-26	1.3	-2	-0.3
CCC(=O)Nc1ccc(-c2ccc(N3CCC(C)CC3)nn2)cc1	6	0	-1	0	1	-26	1.3	-1	-0.9
Cc1ccc(S(=O)(=O)N(CC(=O)NCc2ccc(F)cc2)C(=O)N2CCN(C)CC2)cc1	-6	-3	6	2	0.94	-3	1	1	-0.4
Cc1cc2cc(CNC(=S)Nc3ccc(OC(F)F)cc3)ccc2n1C	-10	-6	21	2	0.79	26	0.74	-4	4.2
O=S1(=O)NC(=NCCc2ccccn2)c2ccccc21	-4	-3	1	1	0.99	10	0.9	-1	-1.5
O=C(C1CCC(=O)N(C2CCCC2)C1)N1CCC(Oc2ccccc2Cl)CC1 (stereo not given)	-9	-5	1	-2	0.99	14	0.86	1	0.0
COC(=O)c1ccc(NC(=O)c2ccccc2C(=O)Nc2ccc(C(=O)OC)cc2)cc1	-14	-2	10	-15	0.9	11	0.89	-1	3.0
CCC(=O)Nc1cc(C(=O)O)ccc1Sc1ccc(C)cc1	1	6	11	0	0.89	7	0.93	7.5*	0.2
O=C(OCCOCn1cc(Br)c(=O)[nH]c1=O)c1ccccc1	-8	-2	1	2	0.99	10	0.91	1	1.8
CCn1c2ccccc2c2cc(NC(=O)c3cc(OC)c(OC)c(OC)c3)ccc21	-3	-1	-44	-2	1.4	-21	1.2	-4	2.5
COc1nc(OC)nc(N2CCC(C(=O)NC3CCCCCC3)CC2)n1	-4	-2	14	-1	0.86	-4	1	-3	1.3
CC(=O)C[C@H](O)CC(=O)[C@H]1OC(=O)CC/C=C\Cc2ccccc21	-9	-5	-8	1	1.1	9	0.91	3	-0.7
CCN(Cc1ccccc1)C(=O)c1cc(COc2c(F)cccc2F)on1	-5	-7	-25	2	1.2	-3	1	-2	2.1
CC(C)(C)C1CCc2onc(C(=O)N3CCOCC3)c2C1 (stereo not given)	-4	2	0	-1	1	14	0.86	-2	-1.9
Cc1cc(NC(=O)CSC2=Nc3ccccc3C3=NC(Cc4ccccc4)C(=O)N23)n[nH]1 (stereo not given)	-4	3	0	0	0.99	0	1	-1	0.1
O=C(CCNC(=O)c1ccco1)NCc1ccccc1	-9	-4	2	1	0.98	3	0.97	-2	0.2
NNC(=O)Cn1nnc(-c2ccc(C(F)(F)F)cc2)n1	-2	4	5	2	0.95	-2	1	4	1.4
COC(=O)c1ccc(CSc2nnc(C)n2N)o1	-10	-4	-10	3	1.1	-19	1.2	0	1.5
COc1cccc(N2CC(NS(=O)(=O)c3cccs3)CC2=O)c1 (stereo not given)	-10	0	-1	0	1	0	0.99	2	-1.7
COc1ccccc1Nc1c2c(nc3ccccc13)CCC2	-6	-4	0	0	1	8	0.92	-2	-0.5
Cc1cccc(OCCn2c(S(=O)(=O)O)nc3ccccc32)c1	0	7	0	2	1	18	0.82	2	0.5
Cc1ccc(S(=O)(=O)N(C)S(=O)(=O)c2ccc(C#N)cc2)cc1	-3	-1	2	.	0.98	8	0.92	0	.
CC1(C)Cc2c(sc3nc(-c4ccccc4)oc(=O)c23)CO1	-2	2	0	0	1	9	0.91	0	-4.0
O=C(COC(=O)CNC(=O)c1ccccc1F)Nc1ccc2[nH]c(=O)[nH]c2c1	-7	-1	-1	0	1	9	0.91	-3	0.2
SMILES	A3G deaminase	APOBEC3A inh	mIAP inh	GRIN3A LBD mod	mIAP act	hIAP block	hIAP act	MIN6 prolif	MPTP inh
COCCNC(=O)C(=O)N/N=C(\C)CC(=O)Nc1ccc2c(c1)OCO2	-1	-1	4	-1	0.96	-10	1.1	-2	-0.2
O=C(Nc1ncccc1O)c1ccc(S(=O)(=O)N2CCCCCC2)cc1	-8	-2	-1	-2	1	-15	1.1	5	-0.3
COc1ccc(C(C(=O)NC2CCCCC2)N(C(=O)c2sc(C)nc2C)c2ccc(C(C)=O)cc2)cc1 (stereo not given)	-6	-4	9	6	0.91	4	0.96	0	-1.2
C=CCn1c(=NC(=O)CN2C(=O)CCC2=O)sc2cc(S(N)(=O)=O)ccc21	-4	-6	6	-2	0.94	-1	1	-1	-2.8
CC(=O)N1CCN(C(=O)c2ccc(NS(=O)(=O)c3ccc4c(c3)OCCO4)cc2)CC1	-11	2	-1	1	1	-8	1.1	1	-1.2
O=c1oc2ccccc2c(O)c1/C=N/c1ccccn1	-6	-4	-4	-1	1	-15	1.1	-2	-1.7
Cc1c(NC(=O)c2ccc3c(c2)C(=O)N(Cc2ccco2)C3=O)cccc1C(=O)O	-6	-3	5	-4	0.95	7	0.93	-1	0.0
Cc1cc(C)cc(NC(=O)CCc2c(C)nn(-c3ccc(N4CCOCC4)nn3)c2C)c1	-9	-5	0	-1	1	6	0.94	2	-0.5
Cc1ccc(OCC(=O)N/N=C2/SCC(=O)N2Cc2ccccc2)cc1	-6	-2	-15	-3	1.1	-5	1.1	1	0.4
COc1ccccc1Cn1c(=S)[nH]c2cc(C(=O)N3CCN(C)CC3)ccc2c1=O	-5	-2	2	0	0.98	9	0.91	0	2.0
O=C(NNC(=O)c1ccco1)Nc1ccccc1	-1	-6	3	2	0.97	1	0.99	-2	-2.5
CCCc1nc2n[nH]c(N)c2c2c1CCCC2	-1	2	9	0	0.91	-12	1.1	3	-0.1
Cn1c(-c2sccc2OCc2cccc(C(F)(F)F)c2)n[nH]c1=S	4	-6	1	-1	0.99	-11	1.1	-2	0.2
CCCCC[C@H]1CN(CCc2ccccc2)C(=O)[C@@H]1CC(=O)NCc1ccc(OC)cc1	12	3	-39	2	1.4	-30	1.3	-8	-0.6
Brc1cc2c(cc1Br)OCCOCCOCCO2	1	2	2	-2	0.98	12	0.88	1	1.3
CCC(C)NC(=O)c1ccc2c(c1)S(=O)(=O)c1ccccc1C2=O (stereo not given)	-10	-3	3	6	0.97	-29	1.3	-2	0.0
O=C(Cc1ccc(-c2ccccc2)cc1)NC1CCCC1	-6	0	-19	0	1.2	4	0.96	-2	0.7
Cc1c(Cl)cnc(NC(=O)CSc2nncs2)c1Cl	-3	3	6	0	0.94	-1	1	0	-0.6
CCc1ccc(NC(=O)N(C2CCCCC2)C(C)c2cccnc2)cc1 (stereo not given)	2	6	-14	-2	1.1	17	0.83	3	-0.5
CCOP(=O)(CN(CC)C(=O)c1ccccc1Br)OCC	-9	-5	6	1	0.94	-5	1	2	-2.9
CC1=CC(=O)C=C(C)C1=NOC(=O)c1cccc([N+](=O)[O-])c1	-1	-1	4	1	0.96	7	0.93	0	0.6
N#Cc1ccc(OCC(=O)NC2=NCCS2)cc1	-8	-2	-10	0	1.1	15	0.85	0	-0.5
O=C1CC(N2CCN(C(c3ccccc3)c3ccccc3)CC2)C(=O)N1Cc1ccc(N2CCCC2=O)cc1 (stereo not given)	-6	-2	1	-1	0.99	-16	1.2	-2	2.7
CC(=O)Nc1cccc(C(=O)OC(C(=O)c2ccc(C)cc2)c2ccccc2)c1 (stereo not given)	-4	-3	10	-5	0.9	-6	1.1	-3	8.0

Assay outcomes as filed in PubChem BioAssay.
